Compound activity (PubChem BioAssay)
V1R ag counter: agonists of human V1a receptor, primary screen, counter-screen for OXTR agonist project, fluorescence, CHO-V1R cells | Vasopressin V1a receptor (Homo sapiens), P37288 | Fluo-8 calcium fluorescence, agonist mode; 0% DMSO, 100% 3 nM vasopressin | activation, % at 3 µM | actives 0.25% (n = 320,000) | AID 2797, 2010;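 active = activation above the mean activation of all tested compounds plus 3 SD, per screening run, cut at about 20% in these data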;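 also: signal is peak over basal fluorescence ratio across a 100 second FLIPR read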
MEKK2 WT-MEK5: modulators of MEK5 binding to wildtype MEKK2, primary screen, biochemical, multiplex bead flow cytometry, Alexa488-MEK5; Alexa488-MEK5 binding to MEKK2 WT; actives lie on both sides; binding response (% of control), % at 10 µM; actives 1.1% (n = 290,000); AID 1531, 2009; in the data active = binding response below about 67% or above about 130%
MEKK3 PB1 HTS: modulators of MEKK3-MEK5 PB1 binding, primary screen, biochemical, wildtype MEKK3, multiplex bead flow cytometry, Alexa488-MEK5. bead-based flow cytometry, Alexa488-MEK5 binding to MEKK3; actives lie on both sides; 0 = blocked by unlabeled MEK5, 100 = vehicle. binding response (% of control), % at 10 µM. actives 1.4% (n = 290,000);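 active = binding response more than 3 SD above or below the average of its plate-row segment, actives on both sides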;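 also: Alexa488 bead fluorescence after subtracting the streptavidin-only scavenger bead signal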
MEKK2 mut-MEK5: MEK5 binding signal on mutant MEKK2 PB1, primary screen, biochemical, multiplex bead flow cytometry, Alexa488-MEK5. Alexa488-MEK5 binding to MEKK2 mutant. percent response, % at 10 µM. actives 0.35% (n = 290,000); in the data active = percent response above about 24%, passing the limit was not always enough; also: inactives centre near 1; some results filed as inactive read as strong as hits; reference of the scale not given here
GPR7 antagonist: GPR7 receptor antagonists, primary screen, cell-based, fluorescence, single concentration. GPR7-expressing cells, fluorescence antagonist assay. Neuropeptides B/W receptor type 1 (Homo sapiens), P48145. inhibition, % at 4.4 µM. AID 1861, 2009. actives 1.1% (n = 290,000); in the data active = inhibition above about 16%, passing the limit was not always enough;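 also: cells stimulated with the agonist NPW; 0% = agonist with vehicle and 100% = vehicle without agonist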
Target sequence (P48145 whole entry, looked up): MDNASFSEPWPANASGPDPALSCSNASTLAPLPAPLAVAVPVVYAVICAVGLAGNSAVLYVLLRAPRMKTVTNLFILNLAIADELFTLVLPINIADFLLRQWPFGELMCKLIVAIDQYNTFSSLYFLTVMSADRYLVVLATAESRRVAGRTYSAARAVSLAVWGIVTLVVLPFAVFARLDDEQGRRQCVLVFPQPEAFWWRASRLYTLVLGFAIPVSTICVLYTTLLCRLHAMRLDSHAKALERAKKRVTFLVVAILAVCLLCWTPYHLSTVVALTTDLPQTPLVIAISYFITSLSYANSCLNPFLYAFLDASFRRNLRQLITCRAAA
GalR3 antagonist: GalR3 antagonists in HEK293 cells, primary screen, cell-based, fluorescence readout; Galanin receptor type 3 (Homo sapiens), O60755; HEK293 GalR3-CNG cAMP membrane potential fluorescence; galR3 body fused to GalR1 C-terminus; inhibition, % at 3 µM; actives 0.44% (n = 360,000); AID 651719, 2012;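 active = inhibition above the screen-wide average plus 3 SD, cut at about 13% in these data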;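 also: forskolin and galanin both at EC90 stimulate the cells; cAMP rise reported by CNG channel membrane potential dye signal; 0% = forskolin plus galanin with DMSO and 100% = forskolin alone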
NALP1 yeast inh: NALP1 inflammasome inhibitors in reconstituted yeast, colorimetric, S. cerevisiae, triplicate retest; S. cerevisiae NALP1/ASC/caspase-1 growth, X-gal OD620, 72 h; actives 0.61% (n = 280,000); inhibition, % at 10 µM; in the data active = inhibition mostly above about 24%, no sharp cut-off; inactive = mostly below about 32%; also: some compounds called inactive have numbers as strong as hits
PHOSPHO1 block: PubChem AID 1565; Phosphoethanolamine/phosphocholine phosphatase (Homo sapiens), Q8TCT1; recombinant PHOSPHO1, absorbance phosphatase assay; inhibition, % at 13.3 µM; actives 1.1% (n = 290,000); in the data active = inhibition above about 60%
Target sequence (Q8TCT1 whole entry, looked up): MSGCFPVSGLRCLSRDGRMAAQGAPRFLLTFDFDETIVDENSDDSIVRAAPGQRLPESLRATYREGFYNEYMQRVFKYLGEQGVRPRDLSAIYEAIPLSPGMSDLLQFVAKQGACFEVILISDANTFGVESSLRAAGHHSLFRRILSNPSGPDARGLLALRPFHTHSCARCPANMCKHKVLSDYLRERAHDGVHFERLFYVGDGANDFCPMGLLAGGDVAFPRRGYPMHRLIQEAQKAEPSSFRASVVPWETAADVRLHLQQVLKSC
OXTR agonist: human OXTR agonists, primary screen, fluorescence, CHO-OTR cells, Fluo-8 calcium. Oxytocin receptor (Homo sapiens), P30559. activation, % at 3 µM. actives 0.32% (n = 320,000). Fluo-8 calcium fluorescence; normalized: DMSO 0%, oxytocin 100%;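 active = activation above the mean of all tested compounds plus 3 SD, cutoff set per screening run, cut at about 20% in these data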;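 also: peak over basal fluorescence ratio from a 100 s FLIPR kinetic read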
Target sequence (P30559 whole entry, looked up): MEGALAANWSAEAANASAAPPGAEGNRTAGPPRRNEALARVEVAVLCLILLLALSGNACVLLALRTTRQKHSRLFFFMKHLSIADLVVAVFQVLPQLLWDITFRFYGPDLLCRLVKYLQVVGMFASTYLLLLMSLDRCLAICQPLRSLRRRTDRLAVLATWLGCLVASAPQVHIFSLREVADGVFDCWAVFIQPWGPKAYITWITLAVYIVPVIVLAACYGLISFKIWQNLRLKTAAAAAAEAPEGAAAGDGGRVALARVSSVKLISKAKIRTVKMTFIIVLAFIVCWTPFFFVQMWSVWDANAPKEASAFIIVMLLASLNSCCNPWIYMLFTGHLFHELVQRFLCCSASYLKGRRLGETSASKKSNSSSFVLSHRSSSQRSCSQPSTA
* marks the source's active call; other numbers are inactive results; . = not tested or not shown; & = joins results of further samples.

Compound	NALP1 yeast inh	PHOSPHO1 block	V1R ag counter	OXTR agonist	GPR7 antagonist	MEKK2 mut-MEK5	MEKK2 WT-MEK5	GalR3 antagonist	MEKK3 PB1 HTS
CCOc1cccc(NC(=O)c2cccc(F)c2)c1	10	39	-1.6	-1.9	-1	-2	105	-6	111
O=C(NCc1ccccc1)C1=C[C@@H](c2coc3ccccc3c2=O)C[C@@H](OCc2ccc(CO)cc2)O1	-2	30	-1.2	-2.4	-12	3	105	1	97
NC(=O)SCC(=O)Nc1ccccc1C(=O)O	-4	47	0.2	0.1	-10	10	102	5	107
NCCNc1ccc2nnnn2n1	10	-2	2.2	0.9	-11	-2	106	-4	108
COC(=O)C1C(=O)OC(C)(C)C1C(C)C(=O)c1ccccc1 (configuration not stated)	9	9	-0.3	1.3	15	-7	91	-2	95
Cc1ccc(NC2=C(Cl)C(=O)OC2NC(=O)c2ccccc2)cc1 (configuration not stated)	8	-7	-0.1	-0.6	-9	0	99	-1	97
O=c1cc2oc3cc(O)c(O)cc3c(-c3ccccc3[N+](=O)[O-])c-2cc1O	27	32	-1.3	-2.5	2	3	96	-11	99
CC(Cc1ccsc1)NC(=O)CCc1nnc(CCc2ccccc2)o1 (configuration not stated)	5	41	0.9	-0.3	-12	9	108	-5	105
CCOc1cc(CNc2ccccc2)cc(Br)c1OCc1ccc(F)cc1	43*	35	0.3	-1.1	-21	0	113	-3	103
COc1cccc2cc(C(=O)Oc3ccccc3)c(=O)oc12	-4	19	-0.6	-1.1	1	6	107	-2	104
CCn1c(SCC(=O)Nc2ccc3c(c2)OCCO3)nnc1-c1ccccn1	12	3	-0.9	-1.1	-6	-2	98	-7	99
O=C(Nc1ccc(-c2nnco2)cc1)c1ccccc1	15	-25	0.9	-0.9	-17	14	113	7	110
O=C(NC1=NCCS1)c1ccc(Cl)c(S(=O)(=O)N2CCCCCC2)c1	-2	11	-0.5	0.3	3	0	94	-4	97
Cc1ccc(NC2Sc3ccccc3NC2=O)cc1Cl (configuration not stated)	-20	48	0.5	0.7	-3	-3	95	-3	95
CCOc1ccccc1NC(=O)c1nnn(-c2ccc3c(c2)OCCO3)c1N	2	23	3.8	3.5	-4	0	97	-12	102
CCN(Cc1cnn(C)c1)Cc1nc(Cc2ccccc2Cl)no1	2	19	0.8	0.5	-2	-9	98	-2	99

Eleven compounds already listed, arranged by SMILES length, high to low:
Compound	NALP1 yeast inh	PHOSPHO1 block	V1R ag counter	OXTR agonist	GPR7 antagonist	MEKK2 mut-MEK5	MEKK2 WT-MEK5	GalR3 antagonist	MEKK3 PB1 HTS
O=c1cc2oc3cc(O)c(O)cc3c(-c3ccccc3[N+](=O)[O-])c-2cc1O	27	32	-1.3	-2.5	2	3	96	-11	99
CCOc1ccccc1NC(=O)c1nnn(-c2ccc3c(c2)OCCO3)c1N	2	23	3.8	3.5	-4	0	97	-12	102
Cc1ccc(NC2=C(Cl)C(=O)OC2NC(=O)c2ccccc2)cc1 (configuration not stated)	8	-7	-0.1	-0.6	-9	0	99	-1	97
COC(=O)C1C(=O)OC(C)(C)C1C(C)C(=O)c1ccccc1 (configuration not stated)	9	9	-0.3	1.3	15	-7	91	-2	95
CCOc1cc(CNc2ccccc2)cc(Br)c1OCc1ccc(F)cc1	43*	35	0.3	-1.1	-21	0	113	-3	103
CC(Cc1ccsc1)NC(=O)CCc1nnc(CCc2ccccc2)o1 (configuration not stated)	5	41	0.9	-0.3	-12	9	108	-5	105
CCN(Cc1cnn(C)c1)Cc1nc(Cc2ccccc2Cl)no1	2	19	0.8	0.5	-2	-9	98	-2	99
O=C(Nc1ccc(-c2nnco2)cc1)c1ccccc1	15	-25	0.9	-0.9	-17	14	113	7	110
Cc1ccc(NC2Sc3ccccc3NC2=O)cc1Cl (configuration not stated)	-20	48	0.5	0.7	-3	-3	95	-3	95
NC(=O)SCC(=O)Nc1ccccc1C(=O)O	-4	47	0.2	0.1	-10	10	102	5	107
NCCNc1ccc2nnnn2n1	10	-2	2.2	0.9	-11	-2	106	-4	108

Following part
Compound	NALP1 yeast inh	PHOSPHO1 block	V1R ag counter	OXTR agonist	GPR7 antagonist	MEKK2 mut-MEK5	MEKK2 WT-MEK5	GalR3 antagonist	MEKK3 PB1 HTS
COc1ccc(C(=O)CN2CC(C)SC2=Nc2ccc(Cl)cc2)cc1 (configuration not stated)	27	-2	-1.6	-1.4	-4	9	102	-1	97
CP(C)(=O)CCP(=O)(c1ccccc1)c1ccccc1	27	-4	-0.3	0.1	-9	0	104	2	107
CCOC(=O)N1CCN(C(=O)CCn2nc(-c3ccccc3)ccc2=O)CC1	14	20	-0.1	-1.1	-12	.	.	0	.
S=c1[nH]nc(-c2cccnc2)n1-c1ccc2c(c1)OCCO2	-12	20	1.1	-0.3	-12	-10	98	-3	104
O=C(CC1CCCCC1)N1CCCC(c2nc(-c3ccc(S(=O)(=O)N4CCCC4)cc3)no2)C1 (configuration not stated)	-2	5	4.1	2.2	-5	2	104	-3	100
CCc1ccc(-n2nnnc2SCC(=O)Nc2ccc(NC(C)=O)cc2)cc1	20	24	5.1	1.6	21	1	104	-6	104
CCN(CCNC(=O)c1ccc(C#N)cc1)c1cccc(C)c1	20	23	2.0	1.0	-5	-2	99	.	102
CCOC(=O)c1c(NC(=O)C2CCCO2)sc(C)c1C (configuration not stated)	5	12	-0.6	-2.3	-9	2	96	-5	103
Cc1ccc(C(=O)CSc2nccn2-c2ccccc2)cc1	-8	37	-0.5	-2.6	2	23	119	1	114
COc1cc2nc(CN3C(=O)c4ccccc4C3=O)oc(=O)c2cc1OC	0	7	1.7	0.4	-3	1	104	-3	99
Cc1ccc(S(=O)(=O)/N=C(\CN2CCCCC2)N2CCOCC2)cc1	6	-25	-0.4	-1.1	-11	1	101	-1	98
Cc1ccc2nc(SCC(=O)Nc3ccc(C)c([N+](=O)[O-])c3)[nH]c2c1	13	-1	1.5	-1.4	-13	3	103	-10	94
COc1ccc(CCNC(=O)CSc2ccsc2[N+](=O)[O-])cc1OC	5	-15	1.5	0.3	-2	-12	80	-2	95
Cc1ccc(C(OC(=O)c2ccco2)C(=O)NCc2cccs2)cc1 (configuration not stated)	6	4	-0.6	-0.9	-12	2	100	-2	101
O=C(c1ccc(NS(=O)(=O)c2ccc3c(c2)OCCO3)cc1)N1CCCCC1	-5	20	4.3	7.1	-5	3	99	-4	99
O=C(Cc1cccc2ccccc12)NNC(=O)Nc1cccc(Cl)c1	-6	-48	-0.9	-1.5	-6	-3	98	-6	97
Cc1cc(NC(=O)CN2C(=O)/C(=C/c3cccc(Br)c3)SC2=S)no1	10	24	0.5	-0.2	1	-2	100	-3	102
CCCCC(c1nnnn1CC1CCCO1)N1CCN(Cc2ccccc2)CC1 (configuration not stated)	12	2	-0.4	-0.3	1	3	99	-3	104
CC(C)CN(C(=O)COC(=O)CCc1c[nH]c2ccccc12)C1CCS(=O)(=O)C1 (configuration not stated)	21	-34	7.0	1.6	-8	2	105	-2	104
CCC(C)NC(=O)CC(NS(=O)(=O)c1ccc(NC(C)=O)cc1)C(C)C (configuration not stated)	6	-4	-0.2	-0.2	-4	-1	98	-6	100
CC(C)CN(C(=O)COC(=O)c1nc(Cl)ccc1Cl)c1c(N)n(Cc2ccccc2)c(=O)[nH]c1=O	6	30	-1.0	-0.4	-13	8	110	4	103
Cc1ccc(S(=O)(=O)N2c3ccc(S(N)(=O)=O)cc3CC2C)cc1 (configuration not stated)	8	5	0.8	0.1	-5	-1	97	-5	96
COc1ccc(Cl)cc1N(CC(=O)N1CCCCC1)S(C)(=O)=O	-4	16	0.5	0.7	0	-9	90	-3	97
CCCCC(=O)Nc1ccc(NC(=O)c2cc(OC)c(OC)c(OC)c2)cn1	9	-39	-0.4	0.1	-16	15	114	-7	111
N#C/C(=N\O)c1nc(-c2ccccc2)cs1	1&28	12&-5	3.5&5.6	3.2&4.0	6&-5	0&0	104&99	-5&-6	103&102
CC(=O)N1CCc2cc(S(=O)(=O)N3CCOCC3)ccc21	4	9	0.9	0.6	4	5	120	-2	119
O=C(c1ccccc1)N1N=C(c2ccccc2)CC1c1ccccc1 (configuration not stated)	8	1	-0.3	4.8	-9	-3	96	0	100
COCCNS(=O)(=O)c1cccc2cccnc12	2	2	0.0	0.7	.	6	112	0	112
COc1ccc(CNC(=O)Cc2cn(C)c3ccccc23)c(OC)c1	22	.	0.4	0.3	22	2	99	-8	100
Cc1sc2ncnc(NCC(c3ccco3)N3CCCC3)c2c1C (configuration not stated)	-7	-9	-0.5	-1.6	12	10	107	-3	104
COCCOC(=O)C1=C(C)Nc2nc(C)nn2C1c1ccccc1 (configuration not stated)	-26	1	1.1	0.0	0	-3	96	-4	97
CCN(CC)S(=O)(=O)c1cccc(NC(=O)COC(=O)C2CC3C=CC2C3)c1 (configuration not stated)	-23	17	7.8	9.7	-12	5	102	-3	110
O=C(CN1CCCC1)Nc1ccc(OC(F)(F)F)cc1	36	36	1.4	1.8	7	-1	99	-5	99
NC1=NC(=Nc2ccc(S(=O)(=O)N3CCOCC3)cc2)c2ccccc21	.	25	1.5	-1.0	-7	-21	79	-6	87
O=C(NCc1cccnc1)c1ccc(NS(=O)(=O)c2ccccc2)cc1	13	31	0.6	0.9	-11	6	109	-4	101
CCCCOCCCNC(=O)N[C@H](C(=O)O)C(C)CC (some centres not stated)	6	8	1.9	-0.2	-11	-2	92	1	99
O=C(CSc1nc2ccccc2c(=O)n1CCCN1CCOCC1)c1c[nH]c2ccccc12	11	-22	2.0	7.0	6	-2	108	-3	96
Cc1ccc(S(=O)(=O)CCC(=O)NCCN2C(=O)S/C(=C\c3ccccc3)C2=O)cc1	13	11	11	9.2	-20	7	121	1	104
CC(Oc1ccc(Br)cc1)C(=O)Nc1ccc(S(=O)(=O)Nc2nccs2)cc1 (configuration not stated)	5	43	9.3	5.3	12	4	103	-1	99
COc1ccc(C2CC(=O)C3=C(C2)NC(C)=C(C(=O)Nc2ccccc2C)C3c2coc3ccc(C)cc3c2=O)cc1OC (configuration not stated)	16	42	-0.2	-0.1	-9	-1	93	-5	96
O=C1CCC(C(=O)O)(c2ccccc2)C1 (configuration not stated)	-9	2	2.0	0.4	4	-2	100	.	100
CCOc1c(Br)cc(CNc2ccc(N3CCN(C(C)=O)CC3)cc2)cc1OC	.	24	6.8	5.2	-7	-34	71	-3	81
